GLS inh – qHTS for Inhibitors of Glutaminase (GLS). Potency, µM (highest dose often 45.5 µM), inactives show at the top dose activity change, negative = inhibition, usual class: inhibitors. GLS enzymatic activity, qHTS titration. 0.21% of 410,000 active; note: potency is the fitted concentration of half-maximal effect; % is set by controls: 0 for no effect and ±100 for the full control effect
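Enzyme dispensed in phosphate buffer (45 mM, pH 8.2, 0.02% Tween-20), compounds pinned in, then 1 mM L-glutamine solution and the glutamate oxidase–HRP–Amplex Red mix added; fluorescence read immediately and again after 30 min at room temperature.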
USP1-UAF1 inh – Inhibitors of USP1/UAF1: Primary Screen; Ubiquitin carboxyl-terminal hydrolase 1 (Homo sapiens), O94782; recombinant USP1/UAF1, Ub-Rhodamine cleavage fluorescence; Potency, µM (doses to about 57.1 µM), without a hit: at the top dose activity change, negative = inhibition, hits mostly inhibitors; 0.23% of 390,000 active; AID 743255, 2014; note: potency is the fitted concentration of half-maximal effect; % is set by controls: 0 for no effect and ±100 for the full control effect; nearly all actives have a fitted effect of over 60% in size; inactives centre near -12
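1 nM enzyme complex + cpd, 15 min RT; start with Ub-Rho 150nM final; kinetic fluorescence ex 480/em 540, 6 reads q60 s. Buffer 50mM HEPES pH 7.8, 0.5mM EDTA, 0.1 mg/ml BSA, 1mM TCEP, 0.01% Tween-20.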
rTrxR1 inhibitor – qHTS Assay for Inhibitors of Mammalian Selenoprotein Thioredoxin Reductase 1 (TrxR1): qHTS; 1% of 390,000 active; Potency, µM (highest dose often 114 µM), for the others: at the top dose activity change, negative = inhibition, hits mostly inhibitors; recombinant rTrxR1, NADPH fluorescence consumption, selenite substrate; AID 588453, 2011; note: potency is the fitted concentration of half-maximal effect; % is set by controls: 0 for no effect and ±100 for the full control effect; nearly all actives have a fitted effect of over 65% in size
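Rat TrxR1 (90 nM in the dispensed reagent) was pre-reduced with 400 uM NADPH for 5 min at room temperature, then incubated with compound for 15 min. After 400 uM selenite was added, NADPH fluorescence (Ex 340/Em 450 nm) was followed for 8 min.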
HP1b binding inh – HTS for Inhibitors of HP1-beta Chromodomain Interactions with Methylated Histone Tails | AlphaScreen HP1-beta / biotin-H3K9me3 peptide binding | Chromobox protein homolog 1 (Homo sapiens), P83916 | AID 540317, 2011 | 0.56% of 390,000 active | Potency, µM (top dose mostly 114 µM), for the others: top-dose activity change, negative = inhibition, hits mostly inhibitors; note: potency is the fitted concentration of half-maximal effect; nearly all actives have a fitted effect of over 70% in size; inactives centre near 23
Target sequence (P83916 whole entry, looked up): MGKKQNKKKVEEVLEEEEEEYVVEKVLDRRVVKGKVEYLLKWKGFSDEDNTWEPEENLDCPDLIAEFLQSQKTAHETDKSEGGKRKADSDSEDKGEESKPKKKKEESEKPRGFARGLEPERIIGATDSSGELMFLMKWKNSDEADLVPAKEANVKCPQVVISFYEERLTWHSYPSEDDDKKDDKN
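Compound inhibition of the preformed complex between 50 nM HP1-beta and 50 nM biotinylated H3K9me3 peptide was read by AlphaScreen. Buffer was PBS pH 7.4 with 0.01% Tween-20. Incubations ran 30 min at room temperature, with 10 ug/mL donor/acceptor beads.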
PI4K2A inh – qHTS for small molecular inhibitors of PI4K2A. purified PI4K2A, ADP-Glo luminescence, 1 h; hits give low values. AID 1346378, 2018. Phosphatidylinositol 4-kinase type 2-alpha (Homo sapiens), Q9BTU6. 0.13% of 420,000 active. activity change, negative = inhibition, % at 76.9 µM; in the data active = activity change below about -50%; inconclusive = mostly about -30% to -49%;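 note: -100% = wells without enzyme as full effect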
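PI4K2A activity was measured by ADP-Glo luminescence: enzyme (4 ug/mL stock) and phosphatidylinositol (1.2 mM stock) in Tris pH 7.5/MgCl2/EGTA/Triton X-100 buffer were reacted with ATP (300 microM stock) for one hour at ambient temperature.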
PGK inhibitor – qHTS Assay to Find Inhibitors of Phosphoglycerate Kinase; Phosphoglycerate kinase, glycosomal (Trypanosoma brucei brucei), P07378; PGK/GAPDH coupled, Kinase-Glo luminescence, 60 min; 0.043% of 380,000 active; Potency, µM (top dose mostly 57.5 µM), for inactives: at the top dose activity change, negative = inhibition, usual class: inhibitors; AID 602233, 2012; note: potency is the fitted concentration of half-maximal effect; % is set by controls: 0 for no effect and ±100 for the full control effect; nearly all actives have a fitted effect of over 60% in size
Target sequence (P07378 whole entry, looked up): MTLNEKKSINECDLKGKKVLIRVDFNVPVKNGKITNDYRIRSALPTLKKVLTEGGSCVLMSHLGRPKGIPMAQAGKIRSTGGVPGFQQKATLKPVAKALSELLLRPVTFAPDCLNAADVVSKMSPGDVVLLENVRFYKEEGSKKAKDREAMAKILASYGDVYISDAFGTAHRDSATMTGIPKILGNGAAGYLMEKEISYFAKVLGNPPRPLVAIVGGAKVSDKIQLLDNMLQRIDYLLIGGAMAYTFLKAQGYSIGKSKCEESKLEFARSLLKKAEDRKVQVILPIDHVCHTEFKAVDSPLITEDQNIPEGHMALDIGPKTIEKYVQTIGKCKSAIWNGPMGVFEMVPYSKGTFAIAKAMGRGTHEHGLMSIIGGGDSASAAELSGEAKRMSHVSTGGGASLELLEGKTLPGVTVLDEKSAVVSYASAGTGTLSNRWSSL
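Luminescent ATP detection (Kinase-Glo Plus) follows a 60-minute room-temperature incubation, with wells lacking PGK as controls. Buffer: 100 mM TEA (pH 7.6), 5 mM MgCl2, 0.01% Tween-20. Coupling enzyme GAPDH (100 nM final) supplies unstable 1,3-BPG in-well.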
Pin1 inhibitor – qHTS Assay to Find Inhibitors of Pin1. Peptidyl-prolyl cis-trans isomerase NIMA-interacting 1 (Homo sapiens), Q13526. Pin1 FP peptide displacement, HiFluor488, 10 min. Potency, µM (titrated, usually from 115 µM), without a hit: at the top dose activity, negative = inhibition, usual class: inhibitors. 0.009% of 390,000 active. AID 504891, 2011; active = well fitted inhibition curve with a large enough effect in the polarisation, with a control signal flat, not every such curve was filed as active; inconclusive = small, poorly fitted or top-dose-only effect, or effect the other way, or a change in a side signal; inactive = no such curve, though single readings can be large or run the other way; the % refers to the polarisation; note: potency is the fitted concentration of half-maximal effect; % is set by controls: 0 for no effect and ±100 for the full control effect
Target sequence (Q13526 whole entry, looked up): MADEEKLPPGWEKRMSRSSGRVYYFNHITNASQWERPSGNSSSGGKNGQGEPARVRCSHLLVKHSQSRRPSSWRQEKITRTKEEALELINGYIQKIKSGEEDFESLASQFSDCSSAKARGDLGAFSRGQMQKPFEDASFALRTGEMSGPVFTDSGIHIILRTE
IDH1 R132H inh – qHTS for Inhibitors of mutant isocitrate dehydrogenase 1 (IDH1): qHTS; IDH1-R132H enzyme, NADPH consumption, diaphorase/resazurin fluorescence; Potency, µM (highest dose often 76.6 µM), for inactives: at the top dose activity change, negative = inhibition, actives largely listed as inhibitors; 0.093% of 390,000 active; AID 602179, 2012; note: potency is the fitted concentration of half-maximal effect; % is set by controls: 0 for no effect and ±100 for the full control effect; nearly all actives have a fitted effect of over 65% in size
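IDH1-R132H (0.5 ug/mL dispensed) in pH 7.5 Tris buffer was preincubated 30 min with compound, then given a substrate mix of 0.016 mM NADPH and 2 mM alpha-KG for 80 min at room temperature; remaining NADPH was read by diaphorase/resazurin fluorescence.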
TrxR1 substrate – qHTS Assay for Substrates of Mammalian Selenoprotein Thioredoxin Reductase 1 (TrxR1): qHTS | Potency, µM (top dose mostly 114 µM), without a hit: top-dose activity change, negative = substrate turnover | 0.01% of 390,000 active | Thioredoxin reductase 1, cytoplasmic (Rattus norvegicus), O89049 | AID 588456, 2011 | purified TrxR1 substrate turnover, NADPH consumption readout; note: potency is the fitted concentration of half-maximal effect; % is set by controls: 0 for no effect and ±100 for the full control effect; nearly all actives have a fitted effect of over 50% in size
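Rat TrxR1, dispensed at 90 nM, was prereduced with 400 uM NADPH (final) for 5 min at ~22 deg C, then incubated with compound 15 min before 400 uM selenite. A first-read NADPH fluorescence drop versus no-compound background flagged substrates.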
The depositor's hits bear a star; i = inactive; ? = inconclusive; / = no result given; [ ] = another dose, or the depositor's remark. Unless noted, calls come from the whole dose curve; as a rule, active = well fitted curve in the direction sought with a large enough effect; inconclusive = small, poorly fitted or top-dose-only effect, or another doubt; inactive = no such curve, though single readings can be large; an effect the other way counts as inactive or inconclusive. An excerpt (hit frequency here may not be typical).

SMILES	GLS inh	USP1-UAF1 inh	rTrxR1 inhibitor	HP1b binding inh	PI4K2A inh	PGK inhibitor	Pin1 inhibitor	IDH1 R132H inh	TrxR1 substrate
N#Cc1cc2c(nc1SCC(=O)O)CCCC2	-16%	-12%	18%	/	0	-10%	-1%	3%	4%
COc1ccc(-c2cc(C(=O)Nc3sc4c(c3C#N)CCCC4)c3ccccc3n2)cc1OC	7%	-2%	30%[57.1 µM]	-1%	5	3%	10%	3%	9%[57.1 µM]
Cc1ccc(NC(=O)COc2ccccc2)cc1S(=O)(=O)N1CCCCCC1	14%	-9%	-12%	36%	-2	-5%	27%	4%	-13%
Cc1ccc(C(O)CN2C3=NCCN3c3ccccc32)cc1 (centres undefined)	0%	-8%	-2%	31%	-14	-1%	0%	9%	-1%
CCOC(=O)C1=CNS(=O)(=O)NC1c1ccccc1 (centres undefined)	-7%	5%	3%	26%	3	i	-4%	-2%	7%
O=C(NNC(=O)c1ccc[nH]1)Nc1cccc(C(F)(F)F)c1	27%	-12%	0%	-10%	6	-2%	-2%	-11%	-2%
CCSc1ncc(Cl)c(C(=O)Nc2nc3ccc(OC)cc3s2)n1	0%	-19%	11%	38%	1	3%	?	-15%	-5%
O=C(NCCc1ccccc1)c1c(F)c(F)c(F)c(F)c1F	6%	-16%	11%	29%	2	18%	-4%	0%	6%
COc1ccc(-n2cc(-c3ccccc3)c3c(NCCc4ccc(OC)c(OC)c4)ncnc32)cc1	-11%	-21%	23%[57.1 µM]	-23%	1	-9%	13%	1%	9%[57.1 µM]
CC1(C)CC(=O)c2cnc(NCc3ccco3)nc2C1	6%	-4%	10%[57.1 µM]	6%	5	-1%	-5%	2%	9%[57.1 µM]
O=C(NCCc1cccc(Cl)c1)c1cccc(-n2cnnn2)c1	2%	-13%	12%	20%	3	6%	2%	0%	4%
CC(C)n1c(SCC(=O)Nc2ccc(F)cc2)nnc1C1CC1	7%	1%	21%	22%	-8	-7%	0%	-1%	5%
O=C(Nc1ccccc1C(=O)NC1CC1)c1ccccc1	1%	3%	16%	51%[activator]	-1	5%	1%	-7%	1%
Cn1c(Cn2c(=O)sc3ccccc32)nnc1SCC(=O)NCc1ccco1	0%	-7%	5%[57.1 µM]	54%[activator]	3	-5%	-5%	4%	5%
COc1ccc(S(=O)(=O)NC(C(C)C)C(C)C)cc1OC	-5%	-17%	14%[57.1 µM]	29%	-4	-1%	-2%	0%	-8%
COCCN1C(=O)c2ccccc2C(C(=O)NCc2ccco2)C1c1c[nH]c2ccccc12 (centres undefined)	-1%	-5%	0%[57.1 µM]	10%	6	-7%	-8%	1%	-7%
Cc1cccc2c(C(=O)N3CCN(c4ccccc4)CC3)cc(-c3ccncc3)nc12	2%	-20%	11%	17%	1	-7%	0%	-5%	-3%
O=C(NCC1CCCO1)c1ccc(NC(=O)C2C3C=CC(C3)C2C(=O)O)cc1 (centres undefined)	1%	-12%	0%	39%[activator]	2	-7%	-1%	-6%	-2%
Cn1c(=O)n(C)c2cc(N3CCOCC3)c(NC(=O)c3ccccc3Br)cc21	21%	-15%	-1%	-5%	-7	0%	-4%	25%	2%
COCCNC(=O)CN(C(=O)CCC(=O)Nc1nccs1)c1ccc2c(c1)OCO2	-10%	-8%	8%	11%	0	6%	-7%	6%	2%
CCNc1c(NS(=O)(=O)c2ccc([N+](=O)[O-])cc2)c(=O)oc2ccccc12	?	-24%	7%[57.1 µM]	27%	3	2%	6%	6%	2%[57.1 µM]
Cc1ccc(C)c(N2CCN(C(=O)c3ccc(Cn4c(=O)[nH]c5ccccc5c4=O)cc3)CC2)c1	23%	-18%	-1%	5%	5	i	0%	3%	-6%
COc1ccc(-c2csc(NCCc3nc4cc(Cl)c(Cl)cc4n3CCCO)n2)cc1	0%	-23%	3%[57.1 µM]	19%	0	-3%	24%	1%	7%[57.1 µM]
CC(=O)Nc1nc2ccccc2n1Cc1ccccc1C	-1%	-12%	-2%	21%	0	i	-1%	7%	0%
Cc1cccc(N2CCN(S(=O)(=O)c3ccc4c(c3)CC(C)N4C(=O)C3CC3)CC2)c1C (centres undefined)	0%	-22%	19%	3%[57 µM]	1	i	3%	10%	1%
COc1ccccc1N1CCN(Cc2cc(Br)c(O)c3ncccc23)CC1	5%	-5%	?	18%	-14	-3%	-8%	1%	12%[57.1 µM]
Cn1ccc2cc(S(=O)(=O)N3CCN(C(=O)Nc4cccc(F)c4)CC3)ccc21	6%	-20%	-1%[57.1 µM]	20%[57 µM]	-10	3%	5%	-7%	-4%[57.1 µM]
COc1ccc(-c2cc(C(=O)NCc3cn(C)nc3C)c3ccccc3n2)cc1OC	1%	-2%	-17%	51%[activator]	-4	-1%	6%	0%	-3%
O=C(/C=C\c1cn(-c2ccccc2)nc1-c1cccs1)N1CCOCC1	11%	-9%	-8%	14%	-2	3%	12%	0%	13%
COc1ccc(Br)c(C=O)c1OS(=O)(=O)c1ccc(C)cc1	24%	-11%	/	/	-3	-5%	/	3%	/
O=C(CSc1nc(-c2ccc(F)cc2)cc(C(F)(F)F)n1)NCCc1ccccc1	2%	-6%	-10%	6%	-7	i	2%	7%	-9%
Cc1cc(S(=O)(=O)n2cnc3ccccc32)c(C)cc1Cl	9%	-14%	15%[57.1 µM]	38%	1	1%	1%	3%	7%[57.1 µM]
Cc1cc(Br)ccc1OCCCCN1CCCCC1	-20%	-10%	3%[57.1 µM]	?	-1	-1%	5%	2%	7%
O=C(C[C@H]1C/C=C\C[C@H](Cc2ccc(F)cc2)C(=O)O[C@@H](c2ccccc2)CNC1=O)N[C@@H](CO)Cc1ccccc1	-11%	-7%	13%	21%	-3	-9%	1%	5%	-5%
Cc1cccc(N/N=C(\C(N)=O)C2=NC(C)(C)Cc3ccccc32)c1	8%	-15%	-14%	?	0	4%	1%	0%	-15%
CC(Oc1cccc(Cl)c1)C(=O)Nc1cc(S(=O)(=O)N2CCOCC2)ccc1N1CCCC1 (centres undefined)	5%	-11%	5%	2%	5	i	-1%	-2%	-2%
CNc1nc(OC)nc(N2CCOCC2)n1	6%	-17%	3%	48%[activator]	0	-4%	0%	6%	5%
CC[C@]12c3[nH]c4cc(CCC(=O)N(C)C)ccc4c3CCN1C(=O)[C@@H](CC(=O)NCCCOC)C[C@@H]2C(=O)N1CCN(C(=O)c2ccco2)CC1	21%	-20%	7%	23%	-5	5%	0%	6%	0%
CCn1ccnc1CN(C)C(=O)c1ccc(OC2CCN(CCc3ccccc3)CC2)cc1	7%	1%	14%[57.1 µM]	40%[activator]	1	-1%	-12%	-1%	7%[57.1 µM]
Cc1cc(C)c(C)c(S(=O)(=O)N2CCC(C(=O)OCC(=O)NC3CCS(=O)(=O)C3)CC2)c1C (centres undefined)	6%	-8%	12%[57.1 µM]	19%	-2	6%	27%	5%	5%[57.1 µM]
COc1ccccc1N1CCN(c2cc(C)nc3c(-c4ccc(Cl)cc4)c(C)nn23)CC1	7%	-13%	23%[57.1 µM]	-4%	-6	-5%	-4%	-3%	8%[57.1 µM]
CC1(C)CC(=O)C(Sc2nnc(-c3ccc(O)cc3)n2CC2CCCO2)C(=O)C1 (centres undefined)	1%	12%	3%	42%[activator]	0	7%[11.5 µM]	6%	2%	8%
CCN(C(=O)COC(=O)/C=C/c1ccc(OC)c(OC)c1)c1c(N)n(Cc2ccccc2)c(=O)[nH]c1=O	-11%	-14%	-4%	36%	10	-8%	-5%	23%	2%
CCCC(=O)Nc1cc(C(=O)O)ccc1Sc1ccc(C)cc1	-2%	-15%	46%	34%	-4	-2%	0%	-6%	4%
CCOC(=O)C1(C(F)(F)F)N=C(C(F)(F)F)Nc2ccc(F)cc21 (centres undefined)	1%	-4%	-15%	36%	-6	-10%	-1%	3%	-16%

Some of these compounds in order of number of heavy atoms, lowest first.
SMILES	GLS inh	USP1-UAF1 inh	rTrxR1 inhibitor	HP1b binding inh	PI4K2A inh	PGK inhibitor	Pin1 inhibitor	IDH1 R132H inh	TrxR1 substrate
CC1(C)CC(=O)C(Sc2nnc(-c3ccc(O)cc3)n2CC2CCCO2)C(=O)C1 (centres undefined)	1%	12%	3%	42%[activator]	0	7%[11.5 µM]	6%	2%	8%
COc1ccccc1N1CCN(c2cc(C)nc3c(-c4ccc(Cl)cc4)c(C)nn23)CC1	7%	-13%	23%[57.1 µM]	-4%	-6	-5%	-4%	-3%	8%[57.1 µM]
Cc1cc(C)c(C)c(S(=O)(=O)N2CCC(C(=O)OCC(=O)NC3CCS(=O)(=O)C3)CC2)c1C (centres undefined)	6%	-8%	12%[57.1 µM]	19%	-2	6%	27%	5%	5%[57.1 µM]
